Arr AP2 block: inhibitors of human beta-arrestin and AP2 interaction | FITC-arrestin peptide / GST-AP2 beads, flow cytometry; AP2 beta2 appendage carries R879A mutation | inhibition, % at 10 µM | hit rate 0.31% among 340,000 | AID 504490;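 active = inhibition above a set limit, near 3 SD of compounds lacking own fluorescence, cut at about 54% in these data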;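 note: plate controls were DMSO wells for no effect and 5 µM unlabelled arrestin peptide for full effect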
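Assay system: GST-AP2 R879A bound to glutathione beads, E. coli-expressed; Medium: PBS with 0.05% Tween 20 and 0.1% BSA; Also added: fluorescein-tagged arrestin peptide at 50 nM final; Timing: 12 min plus 1 h, RT; Measured by: flow cytometry, FL1 (488/535 nm); Evaluation: percent drop in bead-associated FITC signal.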
LANA DNA inh: blocks KSHV LANA C-terminal domain binding to DNA; MBP-C-LANA/FAM-LBS DNA binding, fluorescence polarization; inhibition, % at 9 µM; hit rate 0.078% among 340,000; AID 504423;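 active = highest replicate inhibition at or above 60% at 9 µM, even if other replicates fall short; inactive = all replicates below 60% inhibition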;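 note: 0% = neutral control wells and 100% = 4 µM acridine orange control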
CAL PDZ FP-1: blocks peptide binding to human CAL PDZ domain. Q9HD26. AID 504414. purified CAL PDZ, TMR-peptide fluorescence polarization, 1 h. inhibition, % at 20 µM. hit rate 0.02% among 330,000;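 active = highest replicate inhibition of at least 40%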;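 note: plate controls were DMSO neutral control wells for no effect and unlabeled competitor peptide control wells for full effect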
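System: purified tagged CAL PDZ domain construct (CerCALP). Schedule: 1 h incubation at room temperature before polarization reading. Medium: 25 mM sodium phosphate pH 7.4, 150 mM NaCl, TCEP, IgG, Thesit. Read-out: percent inhibition from loss of millipolarization. Measured by: FP readout, S and P plane fluorescence. Probe or stimulus: fluorescent TMR peptide probe.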
DAGLB inh: blocks human DAGLB lipase activity. HEK293T DAGLB membrane lysate, EnzChek fluorogenic substrate. hit rate 0.059% among 340,000. Q8NCG7. inhibition, % at 5.17 µM; in the data active = inhibition above about 34%;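 note: 0% = enzyme with vehicle and 100% = wells lacking enzyme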
V-ATPase pH: yeast V-ATPase proton transport regulation by pHLuorin. hit rate 0.37% among 350,000. S. cerevisiae, pHLuorin cytosolic pH fluorescence. response, % at 10 µM; in the data active = response mostly above about 7.3%, no sharp cut-off; inactive = mostly below about 5.4%; note: actives read high; inactives centre near 0; some compounds called inactive have numbers as strong as hits; reference of the scale not given here
Cardiac RTF inh: cardiac RTF calcium desensitization | P19429+P45379 | IANBD-labeled cardiac RTF, Ca2+ fluorescence | inhibition, % at 7.15 µM | hit rate 0.12% among 340,000;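 active = inhibition above the mean inhibition of all tested compounds plus 3 SD, cut at about 17% in these data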;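 note: assay run at fixed EC70 calcium of 1.6 mM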
Keap1 Nrf2 FP: Keap1-Nrf2 (human) interaction inhibition | Q14145 | Keap1 Kelch-Nrf2 peptide fluorescence polarization, 1536-well | inhibition, % at 9.4 µM | hit rate 0.15% among 340,000 | AID 504523; in the data active = inhibition above about 12%;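 note: human Keap1 Kelch domain with fluorescein labeled Nrf2 9mer peptide probe; 0% = neutral control wells and 100% = peptide positive control; higher means more block of Keap1 binding to Nrf2 peptide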
Target sequence (Q14145 whole entry, looked up, the tested form may be a part): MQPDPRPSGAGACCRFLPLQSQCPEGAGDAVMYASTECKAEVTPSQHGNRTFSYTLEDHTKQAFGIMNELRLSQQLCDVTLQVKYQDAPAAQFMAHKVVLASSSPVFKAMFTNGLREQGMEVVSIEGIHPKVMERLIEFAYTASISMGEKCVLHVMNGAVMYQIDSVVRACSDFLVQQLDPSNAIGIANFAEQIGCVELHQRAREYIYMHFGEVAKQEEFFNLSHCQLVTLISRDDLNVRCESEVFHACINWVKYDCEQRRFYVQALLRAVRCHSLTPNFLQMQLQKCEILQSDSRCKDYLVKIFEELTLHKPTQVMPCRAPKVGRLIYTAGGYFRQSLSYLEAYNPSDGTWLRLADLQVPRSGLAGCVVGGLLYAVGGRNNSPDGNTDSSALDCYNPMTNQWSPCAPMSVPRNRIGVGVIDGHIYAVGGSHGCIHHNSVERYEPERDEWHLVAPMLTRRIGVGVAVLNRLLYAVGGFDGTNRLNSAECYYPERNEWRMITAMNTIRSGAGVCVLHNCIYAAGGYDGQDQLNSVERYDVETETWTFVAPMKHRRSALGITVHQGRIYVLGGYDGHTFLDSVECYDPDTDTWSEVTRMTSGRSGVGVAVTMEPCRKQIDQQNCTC
CAL PDZ FP-2: blocks peptide binding to the human CAL PDZ domain; Q9HD26; purified CAL PDZ, TMR-peptide fluorescence polarization, 1 h; inhibition, % at 24.9 µM; hit rate 0.92% among 300,000; AID 602252;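 active = mean inhibition of at least 30% with at least half of replicates also reaching 30%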;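 note: 0% = DMSO neutral control and 100% = excess unlabeled competitor peptide PRC23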
NSD2 HMT inh: NSD2 (human) methyltransferase inhibition. NSD2 peptide methylation, AlphaScreen, 120 min. inhibition, % at 12.5 µM. hit rate 0.54% among 310,000. AID 743445; in the data active = inhibition above about 50%
DSG3 Ab inh: blocks pemphigus antibody binding to human desmoglein-3. DSG3-coupled beads, scFv-anti-DSG3-GFP binding, flow cytometry; stronger effect = lower value. P32926. hit rate 0.48% among 310,000. binding (percent of control), % at 10 µM;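 active = binding more than 3 SD below its plate's average and above zero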; note: some compounds called inactive have numbers as strong as hits
An asterisk follows results filed as active; / = not tested or not shown; & = joins results of further samples.

SMILES	Arr AP2 block	LANA DNA inh	CAL PDZ FP-1	DAGLB inh	V-ATPase pH	Cardiac RTF inh	Keap1 Nrf2 FP	CAL PDZ FP-2	NSD2 HMT inh	DSG3 Ab inh
COc1cccc(C2CCN(C)C2)c1 (stereo not drawn)	/	/	/	-4.4	0.8	/	/	/	-1.2	102.2
COC(=O)C1=C(c2cccc(OCc3ccccc3)c2)C[C@@H]2CC[C@H]1N2C(=O)NCc1ccc([N+](=O)[O-])cc1	0.7	1.2	-0.8	-5.8	-1.0	1.1	-1.2	12.9	/	96.3
CCOC(=O)Cn1cc([N+](=O)[O-])nc1[N+](=O)[O-]	-0.8	1.6	0.2	-0.9	-4.9	4.3	-1.5	-6.4	8.7	75.7
CCCCCCC(=O)c1c(O)n(-c2ccccc2OC)c(=O)[nH]c1=O (tested in a mixture with another compound)	3.9	/	/	/	-1.4	/	/	/	-7.1	104.2
CCc1cc2c(s1)NC(=O)CN=C2c1cccs1	16.2	-0.5	-2.3	-1.7	1.0	4.1	4.0	-2.5	2.8	95.8
Cc1ccc(-c2nc3ccccc3c(=O)n2-c2ncccc2C)cc1	10.7	0.4	-0.5	-0.8	0.1	-4.6	-2.4	-4.0	-0.1	96.6
Fc1ccccc1CN1CCN(c2ccc(Cl)cc2)CC1	-7.4	-0.8	0.2	-10.8	-0.8	-5.3	-6.4	-1.5	1.2	100.3
COC(=O)c1ccc(CC(C(=O)c2ccccc2)N(C)C)cc1 (stereo not drawn)	-0.6	-3.3	0.0	-3.6	2.3	-2.9	-2.2	-2.3	1.6	99.5
COc1ccccc1NC(=O)COC(=O)c1cn(C)c2ccccc12	0.3	0.4	-1.3	-5.4	-0.5	-2.2	-6.7	-4.1	-1.7	107.7
COc1cc(CC2(CCc3ccncc3)C(=O)NC(=O)NC2=O)cc(OC)c1OC	5.1	0.7	-1.0	-0.8	-1.2	-0.6	2.1	/	-1.5	83.8
Cc1ccc(CN2C3CCCC2CC(NC(=O)Nc2cccc(F)c2)C3)cc1 (stereo not drawn)	-4.0	-2.2	-3.1	-1.0	-3.5	1.7	-3.4	/	1.3	113.5
C1=CC(Cc2cncs2)c2ccccc21 (stereo not drawn)	3.9	-0.4	0.3	-2.7	3.0	-6.3	-2.0	6.4	/	93.2
CC[N+](C)(CC)CCCOC(=O)C(O)(c1ccccc1)C1CCCCC1 (stereo not drawn)	-12.5	-0.1	-0.1	0.3	-2.2	-2.6	0.6	-7.3	1.5	113.5
CCOP(=O)(OCC)C(CC)N1CCOCC1 (stereo not drawn)	8.4	-0.3	/	1.4	2.7	1.6	-8.2	-2.2	-2.2	118.9
CCc1ccc(CNCCc2c[nH]c3ccccc23)cc1	2.0	-0.6	0.5	0.8	-1.8	-3.3	-4.2	3.9	13.4	120.4
NC(Cc1ccc(O)cc1)C(=O)NN=Cc1ccc(N(CCCl)CCCl)cc1 (stereo not drawn)	13.0	-2.1	-1.1	0.7	-2.6	-1.1	-2.0	-2.5	-0.3	112.6
CC12CC(=O)C3C(CCC4CC=CCC43C)C1CCC2=O (stereo not drawn)	-5.3	-4.0	-0.6	0.5	3.5	-4.6	-1.4	-0.5	0.5	91.1
C/C=C1\CN2[C@H]3C[C@@]45c6ccccc6N(C)[C@H]4[C@@H]2CC1C3[C@H]5O (stereo partly drawn)	-11.1	-0.8	-0.7	-0.7	1.6	5.2	-1.3	16.5	/	100.2
CC1(C)CCCN1CCC(C(N)=O)(c1ccccc1)c1ccccc1	0.3	-0.9	0.3	-0.2	0.4	-0.6	3.5	4.0	-0.4	89.1
CC(=O)OC(C)(C)/C=C/C(=O)C(C)(O)C1C(O)CC2(C)C3CC=C4C(CC(O)C(=O)C4(C)C)C3(C)C(=O)CC12C (stereo not drawn)	-1.9	-1.5	-1.0	-3.2	-0.1	3.7	-62.5	0.7	4.0	87.9
CCCCCCC(=O)c1c(O)n(-c2ccccc2OC)c(=O)[nH]c1=O	4.9	-1.6	-1.5	4.1	-2.0	-2.8	-7.2	-1.9	1.0	103.2
COC(=O)N(C)c1ccc(C(O)(C(=O)OC)C(F)(F)F)cc1 (stereo not drawn)	-7.4	-1.3	-1.6	1.9	2.9	-10.8	-0.5	-2.0	-34.9	80.7
Cc1ccc(N2C(=O)NC(=O)/C(=C/c3ccc(-c4ccc(C(=O)O)c(Cl)c4)o3)C2=O)cc1	7.8	4.8	-0.6	6.0	1.3	-10.7	-1.3	2.6	44.0	99.6
CN1CCN(Cc2cn3cccnc3n2)CC1	22.4	0.4	-2.8	0.6	5.3	-9.6	-0.2	-4.9	-1.1	102.0
COc1cc(C(=O)OC2C[C@H]3CC[C@@H](C2)N3C)ccc1O (stereo partly drawn)	30.2	0.9	-1.0	-3.2	1.6	4.6	-1.9	-2.5	3.4	99.5
O=[N+]([O-])c1ccc(N2CCOCC2)c2cccnc12	36.8	-0.6	0.3	-1.3	-0.3	-0.3	1.3	/	-1.8	108.0
NC(N)=Nc1ccc2[nH]c3c(c2c1)C[C@@]1(O)[C@H]2Cc4ccc(O)c5c4[C@@]1(CCN2CC1CC1)[C@H]3O5	32.1	-2.6	0.7	1.3	-3.0	12.5	-0.4	8.5	/	81.0
O=C(c1cc2cc3ccc(Cl)cc3nc2o1)N1CCC2(CC1)OCCO2	-14.2	0.4	-3.2	-1.6	-0.1	-16.7	-4.6	3.2	-2.0	101.5
OC1(c2ccc(F)cc2)CCNC1 (stereo not drawn)	1.7	-0.4	-0.4	1.2	-1.6	1.5	1.5	-4.1	-0.5	93.8
O=S(=O)(c1ccccc1)N1CN2CCN(C2)C1	7.4	1.0	-0.8	-1.1	-2.1	-2.1	-4.1	-4.2	2.0	108.9
Cc1ccc(OP(=O)(NCc2ccccc2)Oc2ccc(C)cc2)cc1	3.7	-1.7	-0.2	-4.1	7.1	-1.4	0.1	-1.7	-1.9	98.8
CCc1nc2ccccc2c(=O)n1-c1ccc2ccccc2c1	1.7	2.4	-2.2	-2.7	-0.8	-3.0	-1.8	-6.2	5.9	98.7
O=C1C(c2ccccc2)=C(N2CC2)c2ccccc21	-3.9	1.3	-0.2	15.6	0.6	-11.6	2.9	-10.3	36.3	87.1
CC[C@@H](CO)NC(=O)[C@@H]1C=C2c3cccc4c3c(cn4C)C[C@H]2N(C)C1	2.1&12.7	6.2&4.1	-0.3&-0.2	-1.1&2.1	1.4&4.2	-2.8&-22.1	8.0&-0.7	-0.6&0.2	/	101.7&99.6
CC(=O)N1Cc2cnnn2-c2ccccc2C1(C#N)Cc1ccccc1 (stereo not drawn)	25.3	-0.4	-1.7	4.1	-0.3	-7.5	-7.0	-6.9	/	94.0
CCC(=O)c1cn(Cc2ccccc2)c2ccccc12	-0.6	1.2	1.2	-2.6	-0.8	-12.0	-5.2	/	-2.1	97.6
O=C1NC(=O)C2(CCN(c3ccccc3)CC2)C(=O)N1	-19.9	-0.2	-0.3	0.6	2.6	-7.8	-1.6	-5.4	-1.9	93.9
CCC(CC)C1C(C#N)=C(N)Oc2c1c(=O)oc1ccccc21 (stereo not drawn)	-5.1	0.8	-4.3	1.2	2.5	-3.1	4.7	-6.0	-2.0	103.0
CCc1ccc2nc(N3CCC(C(=O)N4CCC5(CC4)OCCO5)CC3)sc2c1	44.7	-1.9	-2.5	-2.0	-4.8	-0.8	0.7	-8.8	10.9	92.6
CCCc1cc(=O)oc2cc(OCC(=O)N3C[C@H]4C[C@@H](C3)c3cccc(=O)n3C4)ccc12	9.8	-0.6	-0.5	-2.3	0.5	0.3	-6.7	0.3	/	99.8
CCOc1ccc(-n2c(O)c(/C=C3\C=Nc4ccccc43)c(=O)[nH]c2=O)cc1	-18.0	-6.7	-2.3	4.4	2.6	-9.9	-13.4	-1.4	9.4	107.1
Cc1cccc(CN2CCCN(Cc3ccc(Cl)cc3)S2(=O)=O)c1	32.4	0.2	0.0	-21.4	-0.9	-0.5	-3.9	4.3	/	98.1
CO[C@H]1C=C2CCN(C)[C@H]2C2c3cc4c(cc3C(=O)O[C@@H]21)OCO4 (stereo partly drawn)	0.1	6.0	-0.4	1.2	-0.3	12.0	-5.6	-4.8	/	87.9
C[N+]1(C)C2CC(OC(=O)[C@H](CO)c3ccccc3)CC1C1OC12 (stereo partly drawn)	4.1	2.8	-0.7	1.7	0.9	3.5	-1.9	3.9	/	101.3
NCCNc1ccc([N+](=O)[O-])c2cccnc12	-5.4	1.3	-0.6	-3.5	1.3	-11.7	0.2	/	19.5	92.6

Arranged by SMILES length (largest number first): five of the compounds above
SMILES	Arr AP2 block	LANA DNA inh	CAL PDZ FP-1	DAGLB inh	V-ATPase pH	Cardiac RTF inh	Keap1 Nrf2 FP	CAL PDZ FP-2	NSD2 HMT inh	DSG3 Ab inh
CC[C@@H](CO)NC(=O)[C@@H]1C=C2c3cccc4c3c(cn4C)C[C@H]2N(C)C1	2.1&12.7	6.2&4.1	-0.3&-0.2	-1.1&2.1	1.4&4.2	-2.8&-22.1	8.0&-0.7	-0.6&0.2	/	101.7&99.6
CCCCCCC(=O)c1c(O)n(-c2ccccc2OC)c(=O)[nH]c1=O (tested in a mixture with another compound)	3.9	/	/	/	-1.4	/	/	/	-7.1	104.2
COc1cc(C(=O)OC2C[C@H]3CC[C@@H](C2)N3C)ccc1O (stereo partly drawn)	30.2	0.9	-1.0	-3.2	1.6	4.6	-1.9	-2.5	3.4	99.5
COc1ccccc1NC(=O)COC(=O)c1cn(C)c2ccccc12	0.3	0.4	-1.3	-5.4	-0.5	-2.2	-6.7	-4.1	-1.7	107.7
CCc1cc2c(s1)NC(=O)CN=C2c1cccs1	16.2	-0.5	-2.3	-1.7	1.0	4.1	4.0	-2.5	2.8	95.8

Carrying on.
SMILES	Arr AP2 block	LANA DNA inh	CAL PDZ FP-1	DAGLB inh	V-ATPase pH	Cardiac RTF inh	Keap1 Nrf2 FP	CAL PDZ FP-2	NSD2 HMT inh	DSG3 Ab inh
COC(=O)c1c(C)[nH]c(C(=O)C(Cc2ccccc2)N(C)C)c1C (stereo not drawn)	22.5	0.7	-0.8	-0.6	-0.6	5.8	-1.2	-2.5	0.1	/
O=P(Oc1ccccc1)(Oc1ccccc1)C(O)c1ccc(Cl)cc1 (stereo not drawn)	6.8	0.3	-0.7	20.8	-5.2	-0.2	-6.3	-2.4	/	105.5
COC1C(OC(=O)c2ccc(C)[nH]2)C(O)C(Oc2ccc3c(O)c(NC(=O)c4ccc(O)c(CC=C(C)C)c4)c(=O)oc3c2Cl)OC1(C)C (stereo not drawn)	10.0	-1.0	-0.6	14.4	-1.1	-1.4	-7.4	1.9	/	105.0
c1ccc2sc(C3CCNCC3)nc2c1	-3.3	-1.9	-1.2	-0.7	-1.8	-6.8	-3.5	-0.8	-0.2	97.3
COC(=O)C1=C(c2ccccc2OCc2ccccc2)C[C@@H]2CC[C@H]1N2C(=O)NC1CCN(Cc2ccccc2)CC1	0.4	1.0	0.1	3.1	0.1	0.2	2.1	-2.6	/	102.0
COC(=O)C1=C(c2ccccc2)C[C@@H]2CC[C@H]1N2C(=O)N1CCC(O)CC1	-0.6	2.2	-0.9	0.6	0.7	-5.6	-4.8	-4.7	/	103.9

Source: PubChem (several laboratories)

The list is partial; the hit share may differ from the screen's.
